Screening results: PubChem BioAssay, Sanford-Burnham Center for Chemical Genomics
tim23-1 inh: growth inhibitors of tim23-1 mutant yeast; S. cerevisiae tim23-1 growth, BacTiter-Glo luminescence, 24 h; inhibition, % at 20 µM; 330,000 compounds, 1.3% hits; AID 463212;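 active means growth inhibition of the mutant yeast at or above 50%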;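 further: temperature-sensitive mutant grown at 25 °C; plate controls were DMSO-treated mutant yeast for no effect and medium wells lacking yeast for full effect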
tim10-1 inh: growth inhibitors of tim10-1 mutant yeast; 330,000 compounds, 2.2% hits; inhibition, % at 20 µM; S. cerevisiae tim10-1 ts strain growth, BacTiter-Glo, 24 h; AID 463190;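 active means inhibition of at least 40%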;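 further: mutant grown at 25 °C; 0% = DMSO wells with yeast and 100% = wells holding no yeast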
697 NFkB inh: lowers PMA/ionomycin-induced NF-kB signal in 697 B cells; 330,000 compounds, 0.33% hits; 697 B-cell NF-kB luciferase reporter, 16 h; inhibition, % at 4 µM; in the data active means inhibition above about 35%
Mdm2-MdmX inh: inhibitors of human Mdm2/MdmX interaction | O15151+Q00987 | SaOS-2 split-luciferase Mdm2/MdmX complementation, luminescence | inhibition, % at 8 µM | 330,000 compounds, 3% hits | AID 485346;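 active means inhibition of at least 50% at 8 µM in the primary screen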
Target sequence (O15151 whole entry, looked up): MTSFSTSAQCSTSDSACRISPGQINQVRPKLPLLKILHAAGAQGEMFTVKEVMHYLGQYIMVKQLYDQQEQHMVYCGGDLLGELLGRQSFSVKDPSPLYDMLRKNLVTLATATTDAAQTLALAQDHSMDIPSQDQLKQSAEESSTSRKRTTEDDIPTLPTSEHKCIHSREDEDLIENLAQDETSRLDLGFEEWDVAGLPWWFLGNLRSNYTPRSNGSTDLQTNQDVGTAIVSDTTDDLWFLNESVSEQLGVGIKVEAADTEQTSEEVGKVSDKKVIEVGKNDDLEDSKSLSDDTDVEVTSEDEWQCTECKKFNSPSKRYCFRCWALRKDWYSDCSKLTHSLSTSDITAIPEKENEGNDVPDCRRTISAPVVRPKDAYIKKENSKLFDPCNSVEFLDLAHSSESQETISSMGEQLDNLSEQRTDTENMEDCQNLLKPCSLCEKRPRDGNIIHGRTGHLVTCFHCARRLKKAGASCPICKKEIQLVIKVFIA
Target sequence (Q00987 whole entry, looked up): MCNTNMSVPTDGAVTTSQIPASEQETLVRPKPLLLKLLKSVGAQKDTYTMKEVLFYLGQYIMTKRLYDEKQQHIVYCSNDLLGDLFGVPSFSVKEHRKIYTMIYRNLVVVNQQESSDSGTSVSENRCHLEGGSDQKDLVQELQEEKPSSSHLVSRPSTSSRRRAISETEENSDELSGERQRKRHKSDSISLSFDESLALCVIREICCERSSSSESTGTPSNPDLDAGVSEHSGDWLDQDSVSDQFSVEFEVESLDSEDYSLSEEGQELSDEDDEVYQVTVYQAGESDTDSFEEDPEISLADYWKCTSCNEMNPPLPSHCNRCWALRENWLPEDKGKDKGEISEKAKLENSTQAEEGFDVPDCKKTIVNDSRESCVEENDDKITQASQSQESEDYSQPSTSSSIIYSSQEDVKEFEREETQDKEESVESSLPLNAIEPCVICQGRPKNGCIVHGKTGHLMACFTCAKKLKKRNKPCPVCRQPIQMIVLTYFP
UPR XBP1 act: activators of adaptive arm of unfolded protein response (XBP1); CHO-XBP1 luciferase reporter, IRE1-XBP1 UPR activation, luminescence; percent of tunicamycin response, DMSO as zero; 330,000 compounds, 0.33% hits; activation, % at 20 µM;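 active means versus positive control, 20 µM dose yields 30% or more activation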;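 further: 100% = tunicamycin at 10 µg/mL and 0% = DMSO only wells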
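Material: CHO-XBP1 cells stably carrying IRE1-XBP1-driven luciferase reporter | Medium: F12 with 10% serum | Compound dosing: 20 µM single concentration, DMSO 1% | Incubation: Overnight seeding at 37 °C, 6 h compound treatment at 37 °C | Detection: Steady-Glo luminescence read | Read-out basis: % activation of reporter signal versus tunicamycin and DMSO controls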
TIM10 inh: growth inhibitors of TIM10 yeast strain; AID 463195; inhibition, % at 10 µM; S. cerevisiae TIM10 strain growth, BacTiter-Glo luminescence, 24 h; 330,000 compounds, 1.4% hits;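 active means inhibition of 40% or more at the single tested concentration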;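 further: wild-type TIM10 isogenic control strain grown at permissive 25 °C; 0% = DMSO yeast wells and 100% = minimal medium wells without yeast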
Jurkat NFkB inh: lowers PMA/ionomycin-induced NF-kB signal in Jurkat cells; PMA/ionomycin-induced NF-kB luciferase reporter, luminescence; inhibition, % at 4 µM; 330,000 compounds, 0.53% hits; in the data active means inhibition above about 50%
UPR CHOP act: apoptotic UPR (CHOP) activation. CHO-CHOP luciferase reporter, luminescence; percent of tunicamycin response over DMSO baseline. activation, % at 10 µM. 330,000 compounds, 0.34% hits. AID 449763;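 active means at 10 µM dose, activation of 40% or more, normalized to positive control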;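 further: 100% = tunicamycin at 10 µg/mL and 0% = DMSO alone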
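Evaluation: % reporter activation, DMSO baseline versus tunicamycin full activation; System: CHO-CHOP luciferase reporter cell line; Input: 500 cells/well; Incubation: 6 h compound treatment, 37 °C; Measured by: Steady-Glo luciferase luminescence; Dosing: one dose, 10 µM in 0.5% DMSO; Buffer or medium: F12 medium, 10% FBS; Benchmarks: positive tunicamycin 10 µg/mL, negative DMSO alone.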
* marks the source's active call; other numbers are inactive results.

`Cc1ccc(S(=O)(=O)Nc2ccc(NC(=O)CN3CCCCC3)c(Cl)c2)cc1` gave tim23-1 inh 2, tim10-1 inh 23, 697 NFkB inh -4, Mdm2-MdmX inh 15, UPR XBP1 act 1, TIM10 inh -26, Jurkat NFkB inh 5 and UPR CHOP act -0.2.
For Cc1cccc(N2CCN(Cc3cc(=O)n4ccsc4n3)CC2)c1C the results were tim23-1 inh -5, tim10-1 inh 6, 697 NFkB inh -5, Mdm2-MdmX inh 28, UPR XBP1 act -3, TIM10 inh 0, Jurkat NFkB inh 16 and UPR CHOP act -0.9.
COc1ccc(C2CC(=O)N3CN(c4ccc(C)c(Cl)c4)CSC3=C2C#N)cc1 (stereo unspecified) was read as tim23-1 inh 4, tim10-1 inh 14, 697 NFkB inh -4, Mdm2-MdmX inh -2, UPR XBP1 act -2, TIM10 inh 13, Jurkat NFkB inh 5 and UPR CHOP act 0.3.
For CC(=O)N(CCCN1CCOCC1)Cc1ccncc1 the results were tim23-1 inh 5, tim10-1 inh 9, 697 NFkB inh 10, Mdm2-MdmX inh -7, UPR XBP1 act -2, TIM10 inh -6, Jurkat NFkB inh 1 and UPR CHOP act 0.5.
Screening O=C1c2cc(Cl)ccc2OC2(CCNCC2)C12CC(c1ccc(Cl)cc1)=NO2 (stereo unspecified) returned tim23-1 inh -13, tim10-1 inh 14, 697 NFkB inh 31, Mdm2-MdmX inh -11, UPR XBP1 act 1, TIM10 inh -1, Jurkat NFkB inh 15 and UPR CHOP act -0.6.
For COc1cccc(C(=O)NNC(=O)C(=O)Nc2ccc(OC)cc2OC)c1 the results were tim23-1 inh 15, tim10-1 inh 13, 697 NFkB inh 4, Mdm2-MdmX inh -5, UPR XBP1 act -1, TIM10 inh 3, Jurkat NFkB inh 4 and UPR CHOP act 0.7.
Screening COc1ccc(/C(=C/Nc2cccc(Br)c2)C(C)=O)cc1OC returned tim23-1 inh 14, tim10-1 inh 31, 697 NFkB inh -17, Mdm2-MdmX inh -22, UPR XBP1 act 0, TIM10 inh 21, Jurkat NFkB inh -23 and UPR CHOP act 0.4.
O=C(Cn1ncc2c(=O)oc3ccccc3c21)NCCN1CCN(c2ccccc2F)CC1 was read as tim23-1 inh -9, tim10-1 inh -4, 697 NFkB inh -17, Mdm2-MdmX inh 2, UPR XBP1 act 1, TIM10 inh -28, Jurkat NFkB inh -3 and UPR CHOP act -2.3.
Screening CCOC(=O)N1CCC(Nc2cccc(SC)c2)CC1 returned tim23-1 inh 11, tim10-1 inh 11, 697 NFkB inh 6, Mdm2-MdmX inh 20, UPR XBP1 act -1, TIM10 inh 18, Jurkat NFkB inh 4 and UPR CHOP act 2.0.
Cc1cc(Nc2ccc(Br)cc2F)n2ncnc2n1 was read as tim23-1 inh 16, tim10-1 inh 4, 697 NFkB inh 14, Mdm2-MdmX inh 22, UPR XBP1 act -1, TIM10 inh -3, Jurkat NFkB inh -10 and UPR CHOP act -0.1.
For COc1ccc(N2C(=NC(=O)C3CCCO3)SC3CS(=O)(=O)CC32)cc1 (stereo unspecified) the results were tim23-1 inh -4, tim10-1 inh -12, 697 NFkB inh 10, Mdm2-MdmX inh 13, UPR XBP1 act -4, TIM10 inh 0, Jurkat NFkB inh 4 and UPR CHOP act -1.9.
For Cc1ccccc1CC(=O)NCCN1CCOCC1 the results were tim23-1 inh -11, tim10-1 inh -7, 697 NFkB inh 0, Mdm2-MdmX inh 20, UPR XBP1 act -2, TIM10 inh 2, Jurkat NFkB inh -10 and UPR CHOP act 0.9.
`CN(CC(=O)NC1CCCCCCC1)S(=O)(=O)c1cccc2cccnc12` gave tim23-1 inh 37, tim10-1 inh 28, 697 NFkB inh -10, Mdm2-MdmX inh 7, UPR XBP1 act -1, TIM10 inh 20, Jurkat NFkB inh 1 and UPR CHOP act 0.3.
For O=C(Cc1ccccc1Cl)N1CCN(c2ccccn2)CC1 the results were tim23-1 inh 7, tim10-1 inh 12, 697 NFkB inh 12, Mdm2-MdmX inh 5, UPR XBP1 act -2, TIM10 inh -8, Jurkat NFkB inh 0 and UPR CHOP act 0.9.
Cc1cc(NC(=O)COc2ccc3ccccc3c2Br)no1 was read as tim23-1 inh 3, tim10-1 inh -25, 697 NFkB inh 0, Mdm2-MdmX inh -22, UPR XBP1 act 1, TIM10 inh -13, Jurkat NFkB inh -56 and UPR CHOP act 7.3.
`O=C(/C=C/Nc1ccc(F)cc1)c1ccco1` gave tim23-1 inh 5, tim10-1 inh 1, 697 NFkB inh -125, Mdm2-MdmX inh -105, UPR XBP1 act -7, TIM10 inh -13, Jurkat NFkB inh -112 and UPR CHOP act 0.8.
O=[N+]([O-])c1ccc(OCc2cccc(COc3ccc([N+](=O)[O-])cc3)n2)cc1 was read as tim23-1 inh 6, tim10-1 inh 5, 697 NFkB inh 24, Mdm2-MdmX inh 23, UPR XBP1 act 11, TIM10 inh 12, Jurkat NFkB inh 32 and UPR CHOP act -0.2.
For C[N+](C)(C)CCCN1C(=O)CCCC1=O the results were tim23-1 inh 6, tim10-1 inh 3, 697 NFkB inh 8, Mdm2-MdmX inh 4, UPR XBP1 act -2, TIM10 inh -11, Jurkat NFkB inh 12 and UPR CHOP act -2.4.
For CC1(NC(=O)c2cc(Cl)nc3ccccc23)CCS(=O)(=O)C1 (stereo unspecified) the results were tim23-1 inh 9, tim10-1 inh 8, 697 NFkB inh 15, Mdm2-MdmX inh 17, UPR XBP1 act -2, TIM10 inh 4, Jurkat NFkB inh -8 and UPR CHOP act -1.3.
`CCc1cc2ccccc2nc1SCC(=O)NC1CCCC1` gave tim23-1 inh 22, tim10-1 inh 1, 697 NFkB inh 6, Mdm2-MdmX inh 3, UPR XBP1 act -5, TIM10 inh -4, Jurkat NFkB inh -7 and UPR CHOP act 1.0.
CCOc1cc(Br)cc(C(c2c(C(=O)O)[nH]c3ccccc23)c2c(C(=O)O)[nH]c3ccccc23)c1O was read as tim23-1 inh -9, tim10-1 inh -7, 697 NFkB inh 2, Mdm2-MdmX inh 5, UPR XBP1 act -5, TIM10 inh 3, Jurkat NFkB inh -8 and UPR CHOP act 1.0.
Brc1cccc(OCCCCn2cncn2)c1 was read as tim23-1 inh 9, tim10-1 inh -3, 697 NFkB inh 1, Mdm2-MdmX inh 14, UPR XBP1 act -5, TIM10 inh 5, Jurkat NFkB inh 4 and UPR CHOP act 0.5.
CC(C)(O)C#Cc1ccc(C(=O)N2CCN(C(=O)c3ccco3)CC2)cc1 was read as tim23-1 inh 6, tim10-1 inh -1, 697 NFkB inh -5, Mdm2-MdmX inh -19, UPR XBP1 act 1, TIM10 inh 8, Jurkat NFkB inh -7 and UPR CHOP act 0.5.
`Cc1ccccc1Nc1nc(N)nc(CSc2nncn2C)n1` gave tim23-1 inh 6, tim10-1 inh -1, 697 NFkB inh 6, Mdm2-MdmX inh 22, UPR XBP1 act -1, TIM10 inh 11, Jurkat NFkB inh 17 and UPR CHOP act 1.1.
Screening CCNC(=O)CC1SC(=Nc2ccc(C)cc2)N(CC)C1=O (stereo unspecified) returned tim23-1 inh 7, tim10-1 inh 22, 697 NFkB inh 4, Mdm2-MdmX inh 8, UPR XBP1 act 0, TIM10 inh -1, Jurkat NFkB inh -1 and UPR CHOP act -2.3.
For COc1ccc(CCC(=O)N2CCN(S(=O)(=O)c3ccc4ccccc4c3)CC2)cc1 the results were tim23-1 inh 27, tim10-1 inh 11, 697 NFkB inh 1, Mdm2-MdmX inh 31, UPR XBP1 act -7, TIM10 inh 21, Jurkat NFkB inh 14 and UPR CHOP act -4.1.
CSc1ccccc1NC(=O)c1cc(CC(C)C)on1 was read as tim23-1 inh 21, tim10-1 inh 24, 697 NFkB inh -39, Mdm2-MdmX inh -48, UPR XBP1 act 0, TIM10 inh 8, Jurkat NFkB inh -39 and UPR CHOP act 4.8.
`Cc1ccc(C2C(C#N)=C(N)Oc3cc4c(cc32)OCO4)cc1` (stereo unspecified) gave tim23-1 inh 10, tim10-1 inh 2, 697 NFkB inh -24, Mdm2-MdmX inh 55*, UPR XBP1 act 5, TIM10 inh 9, Jurkat NFkB inh 32 and UPR CHOP act -1.1.
Screening Oc1cc2c(cc1CN1CCN(c3cccc(C(F)(F)F)c3)CC1)CCC2 returned tim23-1 inh 36, tim10-1 inh 31, 697 NFkB inh 2, Mdm2-MdmX inh 2, UPR XBP1 act -1, TIM10 inh 22, Jurkat NFkB inh -12 and UPR CHOP act 0.0.
Screening COc1ccc(Cl)cc1NC(=O)CN(C)C(=O)Cn1cnnn1 returned tim23-1 inh 3, tim10-1 inh -13, 697 NFkB inh 14, Mdm2-MdmX inh 21, UPR XBP1 act -3, TIM10 inh 7, Jurkat NFkB inh 3 and UPR CHOP act -1.4.
Cc1ccc(C)c(NC(=O)CNC(=O)N2CC(=O)Nc3ccccc32)c1 was read as tim23-1 inh -1, tim10-1 inh 7, 697 NFkB inh 4, Mdm2-MdmX inh 16, UPR XBP1 act -2, TIM10 inh -3, Jurkat NFkB inh 6 and UPR CHOP act 4.3.
Screening OC(CNCc1ccccc1)Cn1ccc2ccccc21 (stereo unspecified) returned tim23-1 inh 11, tim10-1 inh 6, 697 NFkB inh -9, Mdm2-MdmX inh 3, UPR XBP1 act 0, TIM10 inh -4, Jurkat NFkB inh -7 and UPR CHOP act -0.2.
For Cc1ccc(C)c(SCC(=O)NNC(=O)c2csc(N3CCOCC3)n2)c1 the results were tim23-1 inh 19, tim10-1 inh -2, 697 NFkB inh -58, Mdm2-MdmX inh -17, UPR XBP1 act -7, TIM10 inh 2, Jurkat NFkB inh 4 and UPR CHOP act 0.1.
CCOC(=O)c1cn(CC(=O)Nc2ccccc2C(=O)OCC)nn1 was read as tim23-1 inh 10, tim10-1 inh 7, 697 NFkB inh 7, Mdm2-MdmX inh -3, UPR XBP1 act 0, TIM10 inh 5, Jurkat NFkB inh -14 and UPR CHOP act -2.4.
For C=CCNC(=O)c1ccc(C(=O)c2ccccc2)cc1 the results were tim23-1 inh 9, tim10-1 inh 16, 697 NFkB inh 1, Mdm2-MdmX inh -15, UPR XBP1 act 4, TIM10 inh 16, Jurkat NFkB inh -12 and UPR CHOP act 0.4.
CCOc1ccc2nc(C)cc(Nc3ccc4c(c3)OCCO4)c2c1 was read as tim23-1 inh 12, tim10-1 inh 28, 697 NFkB inh -1, Mdm2-MdmX inh 50, UPR XBP1 act -1, TIM10 inh 0, Jurkat NFkB inh 5 and UPR CHOP act 0.3.
Screening COc1ccc(S(=O)(=O)N2CCN(C(=O)CN3C(=O)NC(C)(c4ccc5ccccc5c4)C3=O)CC2)cc1 (stereo unspecified) returned tim23-1 inh -2, tim10-1 inh 4, 697 NFkB inh -4, Mdm2-MdmX inh 6, UPR XBP1 act -4, TIM10 inh -1, Jurkat NFkB inh 21 and UPR CHOP act 3.1.

Grouped by structure, the entries above containing two or more sulfur atoms
For COc1ccc(N2C(=NC(=O)C3CCCO3)SC3CS(=O)(=O)CC32)cc1 (stereo unspecified) the results were tim23-1 inh -4, tim10-1 inh -12, 697 NFkB inh 10, Mdm2-MdmX inh 13, UPR XBP1 act -4, TIM10 inh 0, Jurkat NFkB inh 4 and UPR CHOP act -1.9.
For Cc1ccc(C)c(SCC(=O)NNC(=O)c2csc(N3CCOCC3)n2)c1 the results were tim23-1 inh 19, tim10-1 inh -2, 697 NFkB inh -58, Mdm2-MdmX inh -17, UPR XBP1 act -7, TIM10 inh 2, Jurkat NFkB inh 4 and UPR CHOP act 0.1.
